# Screens from PubChem BioAssay.
# Pol kappa inh – DNA polymerase kappa (human) inhibition; purified Pol kappa, fluorescent DNA synthesis assay, 10 min; Potency, µM (series often up to 107 µM), for inactives: at the highest dose activity, negative = inhibition, actives largely listed as inhibitors; actives 0.53% (n = 400,000); also: potency is read from the fitted curve at half-maximal effect; % is scaled to controls: 0 for no effect and ±100 for the full control effect
#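 10 nM Pol kappa was preincubated with compounds for 15 min at room temperature. Reaction started with 50 nM (final) substrate. Fluorescence read kinetically at 0 and 10 min.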
# APEX1 inh – inhibitors of human APE1 endonuclease; P27695; recombinant APE1, TAMRA/BHQ-2 abasic DNA cleavage fluorescence; Potency, µM (titrated, usually from 65.8 µM), for the others: at the top dose activity change, negative = inhibition, hits mostly inhibitors; actives 0.35% (n = 350,000); AID 2517;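 also: potency is read from the fitted curve at half-maximal effect; plate controls were vehicle for no effect and reference inhibitor for full effect; nearly all actives have a fitted effect of over 55% in size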
# Target sequence (P27695 whole entry, looked up): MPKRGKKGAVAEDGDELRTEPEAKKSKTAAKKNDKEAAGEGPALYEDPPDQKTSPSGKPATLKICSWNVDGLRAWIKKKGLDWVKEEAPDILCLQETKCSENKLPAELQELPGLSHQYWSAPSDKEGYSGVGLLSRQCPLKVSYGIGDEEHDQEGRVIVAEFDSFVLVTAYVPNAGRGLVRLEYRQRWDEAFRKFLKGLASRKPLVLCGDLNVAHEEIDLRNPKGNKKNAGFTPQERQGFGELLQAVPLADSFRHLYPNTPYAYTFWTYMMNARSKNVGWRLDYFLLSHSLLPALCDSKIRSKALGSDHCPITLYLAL
#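 Endonuclease cleavage of a quenched abasic-site DNA duplex (50 nM) by APE1 (0.75 nM) was tracked by TAMRA dequenching. Compounds were preincubated with enzyme 15 min at room temperature; data normalized to buffer-only and DMSO wells plus NSC13755 control.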
# LDHA block – inhibitors of human lactate dehydrogenase A; activity change, % (values are at about 110 or 230 µM); actives 0.15% (n = 480,000); P00338; purified LDHA, NADH/diaphorase-resazurin fluorescence; stronger effect = lower value; in the data active = activity change below about -30%; inconclusive = mostly about -25% to -30%;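 also: plate controls were DMSO wells for no effect and wells without enzyme for full effect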
#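 Enzyme activity of human lactate dehydrogenase 5 (2 nM; 0.06 mM NADH, 0.2 mM pyruvate, 5 min, RT) is measured via a resazurin/diaphorase fluorescence readout of residual NADH.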
# Pol eta inh – blocks human DNA polymerase eta activity; Q9Y253; recombinant Pol eta, fluorescent DNA replication assay; Potency, µM (highest dose often 114 µM), for the others: top-dose activity change, negative = inhibition, most hits filed as inhibitors; actives 1.2% (n = 390,000); AID 588591; also: potency is read from the fitted curve at half-maximal effect; % is scaled to controls: 0 for no effect and ±100 for the full control effect
#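 Fluorescent replication assay: 50 nM final substrate added after a 15 min room-temperature compound preincubation with 10 nM enzyme. Signal taken at 0 min and again at 10 min.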
# BLM inh – Bloom syndrome helicase (human) inhibition. recombinant BLM DNA unwinding, fluorescence dequenching. Potency, µM (highest dose often 56.1 µM), without a hit: top-dose activity change, negative = inhibition, most hits filed as inhibitors. P54132. actives 0.2% (n = 350,000);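 also: potency is read from the fitted curve at half-maximal effect; plate controls were vehicle for no effect and no enzyme for full effect; nearly all actives have a fitted effect of over 35% in size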
# Apoferritin bind – candidate novel general anesthetic via apoferritin binding. P02791. apoferritin/1-aminoanthracene competitive binding, fluorescence. Potency, µM (highest dose often 77.5 µM), for the others: at the top dose activity change, negative = displacement, most hits filed as inhibitors. actives 0.074% (n = 350,000); also: potency is read from the fitted curve at half-maximal effect; % is scaled to controls: 0 for no effect and ±100 for the full control effect; nearly all actives have a fitted effect of over 20% in size
#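 10 uM apoferritin + 50% sat. 1-AMA, PBS; cpd 10 min RT; Ex380/Em535 endpoint; normalized to free probe vs complex; 4-param Hill fit; propofol titration as pos. ctrl.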
# GRP78 ERSR act – inducers of ER stress response in human glioma cells | Potency, µM, for inactives: top-dose activation, hits mostly activators | U87-MG GRP78 promoter luciferase reporter, 16 h | actives 0.02% (n = 420,000); also: potency is read from the fitted curve at half-maximal effect; series mostly up to about 76 µM; % of control where 0% means no effect; nearly all actives have a fitted effect of over 35% in size
#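 ERSR induction read as luciferase luminescence (Bright-Glo, 10 min at room temperature) in stably transfected human U87-MG glioma cells exposed to compounds for 16 h, using GRP78 as sensor.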
# Pol iota inh – blocks human DNA polymerase iota activity; Potency, µM (series often up to 115 µM), for the others: top-dose activity, negative = inhibition, most hits filed as inhibitors; Pol iota fluorescent replication assay, 10 min; actives 1% (n = 390,000); also: potency is read from the fitted curve at half-maximal effect
# Target sequence (Q9UNA4 whole entry, looked up): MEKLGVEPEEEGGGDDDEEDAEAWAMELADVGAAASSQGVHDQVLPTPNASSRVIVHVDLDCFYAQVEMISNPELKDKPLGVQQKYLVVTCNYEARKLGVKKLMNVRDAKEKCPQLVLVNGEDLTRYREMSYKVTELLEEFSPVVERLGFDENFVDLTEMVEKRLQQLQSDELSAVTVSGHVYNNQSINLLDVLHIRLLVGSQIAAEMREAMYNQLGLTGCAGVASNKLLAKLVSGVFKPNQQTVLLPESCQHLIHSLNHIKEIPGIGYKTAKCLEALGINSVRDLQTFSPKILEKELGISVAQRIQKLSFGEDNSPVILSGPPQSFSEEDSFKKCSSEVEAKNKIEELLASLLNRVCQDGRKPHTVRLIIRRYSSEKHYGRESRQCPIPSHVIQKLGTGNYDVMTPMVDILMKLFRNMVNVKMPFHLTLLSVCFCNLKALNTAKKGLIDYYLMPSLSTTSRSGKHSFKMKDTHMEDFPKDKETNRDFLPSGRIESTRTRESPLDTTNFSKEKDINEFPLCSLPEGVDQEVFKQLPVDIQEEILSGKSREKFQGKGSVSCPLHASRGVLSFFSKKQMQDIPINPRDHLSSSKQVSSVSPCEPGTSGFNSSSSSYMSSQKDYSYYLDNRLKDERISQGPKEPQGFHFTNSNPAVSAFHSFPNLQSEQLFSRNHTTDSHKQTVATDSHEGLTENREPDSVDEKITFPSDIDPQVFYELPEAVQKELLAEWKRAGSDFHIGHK
#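 Fluorescent replication assay read twice, at 0 min and 10 min after adding 50 nM (final) substrate. Enzyme (10 nM) and compounds were first incubated 15 min at room temperature; enzyme-free buffer wells were negative controls.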
# POLB inh – blocks human DNA polymerase beta activity; AID 485314; Pol beta primer extension/strand displacement, fluorescence kinetic; actives 1.3% (n = 340,000); Potency, µM (series often up to 114 µM), without a hit: at the highest dose activity change, negative = inhibition, hits mostly inhibitors; also: potency is read from the fitted curve at half-maximal effect; % is scaled to controls: 0 for no effect and ±100 for the full control effect
#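 Values derive from four-parameter Hill fits of normalized kinetic data: reads at 0 and 10 min following addition of 50 nM substrate to 10 nM Pol beta preincubated 15 min with compound.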
# The depositor's hits bear a star; ? = inconclusive; . = not tested or not shown; & = joins results of further samples; [ ] = remark or other dose. Unless noted, calls follow the shape of the dose curve; as a rule, active = well fitted curve in the direction sought with a large enough effect; inconclusive = small, poorly fitted or top-dose-only effect, or another doubt; inactive = no such curve, though single readings can be large; an effect the other way counts as inactive or inconclusive. Not all compounds are listed (hit frequency here may not be typical).
SMILES,Pol kappa inh,APEX1 inh,LDHA block,Pol eta inh,BLM inh,Apoferritin bind,GRP78 ERSR act,Pol iota inh,POLB inh
COc1ccc(OCC(=O)Nc2nnc(S(=O)(=O)N3CCCCCC3)s2)cc1,-31%&1%,1%,-2&-3,?,-7%&-2%,?,-5%&-3%,?,-12%&12%
CC(C)(C)c1nc(SCC(=O)N2CCCC2)c2ccccc2n1,-6%,10%,-3,-12%,-1%,-6%,-3%,85%[activator],3%
O=S(=O)(CCN1CCCC1)NCCNS(=O)(=O)c1ccc(F)cc1Br,2%,.,-11,6%,.,.,4%,-15%,.
Cc1ccc(NC(=O)CSC(C)C(=O)NCCc2ccccn2)cc1 (stereo unspecified),5%,-7%,1,-9%,1%,-4%,0%,19%,1%
CS(=O)(=O)c1ccc(C(=O)OCC(=O)N(CCc2ccccc2)Cc2ccccc2)cc1,0%,7%,-9,-26%,.,.,-3%,27%,.
Cc1cccnc1NC(=O)c1csnn1,-8%,-2%,1,-7%,-1%,-9%,0%,13%,8%
CCOC(=O)C1=C(C)N=c2s/c(=C/c3cccc([N+](=O)[O-])c3O)c(=O)n2C1c1cc(OC)c(OC)c(OC)c1 (stereo unspecified),-15%,25%,4,-22%,-5%,-4%,-1%,?,?
COCCNC(=O)/C(C#N)=C/c1c(N2CCN(C)CC2)nc2ccccn2c1=O,1%,1%,-1,-14%,-1%,62%[activator],-6%,-10%,9%
Cc1ccc(Cl)cc1NC(=O)C(=O)N/N=C/c1ccc2c(c1)OCO2,-2%,54%[activator],-3,-4%,-1%,-6%,4%,19%,-4%
COc1ccc(S(=O)(=O)NNc2nc(C)cc(C)n2)cc1[N+](=O)[O-],-5%,-3%,1,-1%,0%,1%,8%,37%[activator],11%
COc1ccc(CNC(=O)C2CCCN(C(=O)Nc3ccccc3OC)C2)cc1 (stereo unspecified),-1%,28%,-8,-20%,-2%,-4%,-4%,18%,0%
CC1CC(C)CN(C(=O)COC(=O)C2CCN(S(=O)(=O)c3c(Cl)cccc3Cl)CC2)C1 (stereo unspecified),-4%,-1%,-10,-14%,.,.,-2%,-5%,.
O=c1[nH]n2c(-c3ccccc3)nc(O)c2c2ccccc12,8%,12%,-5,-18%,-1%,-8%,0%,66%[activator],35%
CCCCOc1ccc(Cn2c(=O)oc3ccc(C)cc32)cc1OC,-4%,.,7,-14%,-10%,45%[activator],-2%,14%,-10%
O=C(NNS(=O)(=O)c1ccc(C(=O)NC2CCCC2)cc1)c1ccncc1,-10%,-4%,1,0%,-2%,-2%,-4%,12%,-1%
Cc1ccc(NC(=O)COC(=O)C2CC2C)c(S(=O)(=O)N2CCCCC2)c1 (stereo unspecified),2%,0%,-2,-17%,-1%,-23%,-1%,-6%,-2%
COc1ccc2nc(NC(=O)c3cccc(OCc4c(C)noc4C)c3)sc2c1,-9%,3%,-1,?,-2%,48%[activator],7%,4%,-8%
Cc1ccc(N(CC(=O)Nc2cc(Cl)ccc2Oc2ccccc2)S(C)(=O)=O)c(C)c1,-11%,-4%,-5,-11%,-13%,67%[activator],-4%,10%,0%
CCOC(=O)c1ccccc1-n1nnnc1C,0%,14%,-6,-16%,2%,1%,-3%,191%[activator],23%
CN1C(=O)CS/C1=N\NC(=O)COc1cccc2cccnc12,1%,6%,-2,-26%,-2%,-5%,-2%,54%[activator],-27%
N#CCCSc1ccccc1NC(=O)c1cc(=O)c2ccccc2o1,-7%,78%[activator],-11,3%,1%,-12%,-1%,3%,5%
CCOC(=O)c1cc2c(=O)n3cc(C)ccc3nc2n(Cc2cccnc2)c1=N,.,-1%,.,.,-1%,2%,.,.,0%
Cc1cccc(OCCCN2CCOCC2)c1C,10%,9%,-6,-6%,1%,-2%,0%,-4%,45%
Cc1cc(C)c(S(=O)(=O)Nc2ccc(N3CCOCC3)cc2)c(C)c1,-4%,2%,-3,-26%,-1%,2%,-4%,29%,-3%
O=C(CC1C(=O)NCCN1Cc1ccccc1C(F)(F)F)NC1CCCCC1 (stereo unspecified),-9%,0%,0,2%,-3%,-14%,0%,36%[activator],-11%
O=c1cc(CN2CCN(c3ccc(F)cc3)CC2)c2cc3c(cc2o1)CCCC3,-2%,7%,-2,-7%,-3%,-9%,-6%,1%[58.9 µM],-1%
O=c1[nH]c(C2CCCN(S(=O)(=O)c3ccccc3Cl)C2)nc2c1nnn2Cc1ccc2c(c1)OCCO2 (stereo unspecified),6%,-21%,-2,-24%,-13%,-1%,0%,21%,10%
CCOc1ccc(OCCOCCN2CCOCC2)cc1,-1%,6%,-14,5%,-3%,-7%,-3%,18%,-8%
O=C(O)c1nn(-c2ccc(F)cc2)ccc1=O,-1%,83%[activator],-5,-8%,0%,4%,-5%,168%[activator],0%
COc1ccc(C(=O)CSc2nnc(-c3ccco3)o2)cc1,-6%,-3%,3,-13%,-2%,-16%,-2%,21%,0%

# Next part; the last 2 above are carried over.
SMILES,Pol kappa inh,APEX1 inh,LDHA block,Pol eta inh,BLM inh,Apoferritin bind,GRP78 ERSR act,Pol iota inh,POLB inh
O=C(O)c1nn(-c2ccc(F)cc2)ccc1=O,-1%,83%[activator],-5,-8%,0%,4%,-5%,168%[activator],0%
COc1ccc(C(=O)CSc2nnc(-c3ccco3)o2)cc1,-6%,-3%,3,-13%,-2%,-16%,-2%,21%,0%
COc1ccc(-c2nc(CSc3nncn4c3cc3occc34)c(C)o2)cc1,?,.,2,-14%,-7%,46%[activator],-2%,?,3.5µM*
COc1cccc2c(N/N=C/c3ccc(O)c(O)c3)cc(C)nc12,-31%,-12%,0,-9%,-7%,-15%,3%,?,20µM*
COc1ccc(C(=O)c2cn(Cc3cccc(C)c3)c3cc4c(cc3c2=O)OCO4)cc1,8%,.,-7,-12%,-4%,-17%,-3%,25%,0%
CCOc1ccc(C(=O)CSCC(=O)O)cc1,-6%,-1%,-12,-1%,-1%,-5%,0%,-6%,-1%
COC(CNC(=O)c1ccc2c(c1)ncn2-c1cc(C)cc(C)c1)OC,-2%,33%,-3,0%,-4%,-4%,-3%,4%,42%
C=C1c2cccc(C(F)(F)F)c2O[C@H](C(=O)OCC)[C@@H]1CCC(C)C,-18%,-3%,.,.,-6%[75.6 µM],1%[110 µM],-7%,.,.
Nc1nonc1-n1nnc(C(=O)N/N=C/c2ccccc2O)c1CN1CCCC1,-2%,.,0,-17%,.,.,-4%,3%,.
O=C(CCN1C(=O)/C(=C/c2cccc(Br)c2)SC1=S)NNC(=O)c1cccnc1,-19%,?,-6,-3%,0%,-10%,-2%,-26%[58.9 µM],13%
COC(=O)c1ccc(NC(=S)Nc2cccc(C)n2)cc1,-9%,1%,0,-9%,-7%,-6%,-2%,45%[activator],3%
Cc1ccc(CN(Cc2ccco2)C(=S)NCC(=O)NCc2cccnc2)cc1,-10%,17%,-7,-17%,-7%,-9%,-3%,68%[activator],29%
O=C1NCCN1c1ncc([N+](=O)[O-])s1,-7%,23%,-12,-8%,0%[21.4 µM],6%[29.3 µM],-1%&-4%,-2%,.
CCOc1ccccc1CN1CCN(Cc2cccc3c2OCO3)CC1CCO (stereo unspecified),8%,20%,1,-1%,-11%,-3%,-4%,-15%,56%
COCCNC(=O)/C(C#N)=C/c1ccc(O)cc1,4%,4%,0,-4%,3%,-10%,3%,20%,1%
CN1CCN([C@@H](c2ccccc2)c2ccc(Cl)cc2)CC1,-3%[12 µM],.,.,.,-1%[21.4 µM],-3%[29.3 µM],-5%,.,.
Nc1nc(NCc2ccco2)nc(N2CCOCC2)c1[N+](=O)[O-],-4%,18%,-2,-15%,-5%,-15%,-2%,135%[activator],18%
C=C(C)C1CC=C(CN2CCC(O)CC2)CC1 (stereo unspecified),-6%,8%,-2,3%,0%,-3%,-3%,7%,8%
CC1(C)CC(NC(=S)NCc2ccc3c(c2)OCO3)CC(C)(C)N1,.,24%,.,.,1%,-3%,.,.,17%
CC(=O)Nc1ccc(/C(C)=N/NC(=O)c2ccccc2Cl)cc1,-1%,-1%,0,-12%,3%,-9%,0%,-3%,25%
Cc1c(C)c2c(c(C)c1O)CCC(C)(CN1CCN(c3cc(N4CCCC4)nc(N4CCCC4)n3)CC1)O2 (stereo unspecified),.,1%,.,-11%[57.1 µM],.,.,.,-6%[58.9 µM],11%[57.1 µM]
CC(=O)c1cc2c(cc1NC(=O)CCn1cnnn1)OCO2,-13%,30%,-11,-3%,-1%,-10%,-2%,14%,38%
Cc1cc(C)cc(OCC(=O)Nc2ccc(Cl)c(-c3nc4ncccc4o3)c2)c1,-4%,.,-1,-20%,-5%,?,7%,13%,14%
O=C1NC(=O)N(c2ccccc2)C1=O,-3%,19%,-17,6%,-3%,-7%,-4%,16%,31%
O=C(CCC1CCCC1)NCc1cccs1,-4%,-3%,-5,3%,0%,?,-7%,-1%,15%
COc1ccc(NC(=O)CNC(=O)Cn2ccc3ccccc3c2=O)c(OC)c1,-9%&-10%,13%,-8&1,5%&-4%,-2%&1%,0%&-17%,-1%&0%,4%&2%,22%&2%
O=C(Nc1ccn(Cc2ccccc2)n1)c1n[nH]c([N+](=O)[O-])c1Cl,-14%,-4%,-17,-5%,1%,-4%,-12%,-9%,-19%
CN(C)C(=O)N1CCC(C(=O)NC2CCCCCCC2)CC1,-2%,1%,0,-4%,-6%,6%,0%,24%,2%
CCCCSc1nc2c(cnn2-c2ccc(C)c(C)c2)c(=O)[nH]1,-11%,-1%,-17,-8%,0%,-8%,-3%,-2%,14%
O=C(NCCc1c[nH]c2ccccc12)C(=O)NCC1OCCN1S(=O)(=O)c1ccccc1 (stereo unspecified),-5%,0%,-6,7%,-9%,0%,-5%,35%[activator],16%
COc1ccc(C2CC3(CC(C)(C)NC(=S)N3)Oc3cc(O)cc(C)c32)cc1OC (stereo unspecified),-19%,-3%,-9,-6%,-2%,-19%,-6%,-4%,23%
CS(=O)(=O)N1CCC[C@@]2(CCN(C(=O)Nc3cccc(C#N)c3)C2)C1,11%[60.1 µM],-3%,.,.,-2%,.,-4%,.,.
